BH1578 lux ind: induces V. cholerae light production without autoinducers. V. cholerae BH1578 lux reporter, luminescence, 6 h. 350,000 compounds, 0.16% hits. activation, % at 18.7 µM. AID 588436; in the data active = activation mostly above about 9.7%, no sharp cut-off; inconclusive = no clear call, values can overlap the other calls; inactive = mostly below about 3.7%; note: not every result past the cut was called active; inactives centre near 0; reference of the scale not given here
Mtb BioA inh: BioA (M. tuberculosis) enzyme inhibition; inhibition, % at 9.99 µM; purified M. tuberculosis BioA enzyme, plate reader; AID 602481; 360,000 compounds, 0.096% hits; in the data active = inhibition above about 40%; inconclusive = no clear call, values can overlap the other calls
PfHsp40 rescue: restores yeast growth despite PfHsp40 toxicity; 340,000 compounds, 0.68% hits; S. cerevisiae expressing PfHsp40, growth rescue, ATP luminescence; growth rescue, % at 12.5 µM; in the data active = growth rescue above about 28%, passing the limit was not always enough; inconclusive = no clear call, values can overlap the other calls;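 note: yeast W303a lacking pdr1 and pdr3 grown in galactose medium; growth measured after three days at 30 °C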
FBA Mtb inh: inhibitors of M. tuberculosis fructose-bisphosphate aldolase; purified M. tuberculosis FBA, fluorescence read-out; inhibition, % at 1 µM; AID 588726; 360,000 compounds, 2.3% hits; P9WQA3; in the data active = inhibition above about 27%;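 note: 0% = vehicle and 100% = reference inhibitor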
Target sequence (P9WQA3 whole entry, looked up): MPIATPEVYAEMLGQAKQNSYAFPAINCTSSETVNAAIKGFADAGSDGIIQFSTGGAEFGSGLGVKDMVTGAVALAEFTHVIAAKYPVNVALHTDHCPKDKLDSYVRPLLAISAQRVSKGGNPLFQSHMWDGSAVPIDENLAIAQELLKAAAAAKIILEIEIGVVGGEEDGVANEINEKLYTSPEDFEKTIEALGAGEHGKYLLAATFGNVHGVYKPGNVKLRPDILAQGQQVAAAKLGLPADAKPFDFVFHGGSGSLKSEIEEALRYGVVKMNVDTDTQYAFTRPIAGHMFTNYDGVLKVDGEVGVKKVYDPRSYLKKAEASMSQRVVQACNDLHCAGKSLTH
UGM FP inh: Mtb UDP-galactopyranose mutase inhibition; P9WIQ1; purified UGM, fluorescence polarization probe displacement; inhibition, % at 10 µM; 320,000 compounds, 0.06% hits; AID 504406; in the data active = inhibition above about 10%, passing the limit was not always enough; inconclusive = no clear call, values can overlap the other calls
Target sequence (P9WIQ1 whole entry, looked up): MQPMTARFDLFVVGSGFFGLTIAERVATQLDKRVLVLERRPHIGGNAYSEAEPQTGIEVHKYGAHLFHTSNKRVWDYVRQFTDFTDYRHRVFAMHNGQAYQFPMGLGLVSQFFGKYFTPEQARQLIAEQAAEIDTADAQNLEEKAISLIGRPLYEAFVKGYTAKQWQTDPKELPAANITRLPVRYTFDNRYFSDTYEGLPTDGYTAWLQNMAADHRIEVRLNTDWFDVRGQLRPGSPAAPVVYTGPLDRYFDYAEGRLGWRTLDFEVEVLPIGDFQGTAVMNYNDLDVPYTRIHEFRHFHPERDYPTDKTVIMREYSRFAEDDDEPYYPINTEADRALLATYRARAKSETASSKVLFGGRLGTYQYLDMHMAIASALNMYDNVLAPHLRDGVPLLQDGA
TcdB inh: blocks C. difficile toxin B glycohydrolase activity; P18177; TcdB glycohydrolase enzymatic assay, plate reader; inhibition, % at 9.99 µM; 350,000 compounds, 0.24% hits; in the data active = inhibition above about 10%
Y pestis TopoI: blocks Yersinia pestis topoisomerase I activity. activity, % at 10 µM. 360,000 compounds, 0.064% hits. AID 504884. Y. pestis Topo-I cleavage product accumulation, plate reader; in the data active = activity above about 50%, passing the limit was not always enough; inconclusive = no clear call, values can overlap the other calls; note: inactives centre near 2
FadD28 binding: blocks FadD28 binding to the bisubstrate probe | fluorescence polarization | inhibition, % at 12.5 µM | 360,000 compounds, 0.22% hits | AID 588549; in the data active = inhibition above about 8.5%, passing the limit was not always enough; inconclusive = no clear call, values can overlap the other calls
GDH-TPI counter: GDH-TPI coupled enzyme inhibition counter-screen. 360,000 compounds, 1.2% hits. AID 588335. GDH-TPI coupled enzyme counterscreen, NADH absorbance. inhibition, % at 4.8 µM; in the data active = inhibition above about 30%;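 note: 0% = DMSO wells and 100% = wells lacking the enzyme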
The depositor's hits bear a star; i = inactive; ? = inconclusive; . = no result given; & = joins results of further samples.

SMILES	BH1578 lux ind	Mtb BioA inh	PfHsp40 rescue	FBA Mtb inh	UGM FP inh	TcdB inh	Y pestis TopoI	FadD28 binding	GDH-TPI counter
Cc1nc(SCc2nc3c([N+](=O)[O-])cccc3[nH]2)c2oc3ccccc3c2n1	i	0.0	-1.1	6	-1.6	.	-7	-1.0	10
Cc1cccc(NC(=O)NCc2ccccn2)c1	-0.3	0.7	0.2	-1	0.0	.	2	-6.3	-8
N/C(COc1cccc(Cl)c1)=N\O	-0.8	-5.2	-0.1	3	-0.8	1.4	-4	-0.6	6
CSc1ccc(C2Nc3ccccc3-c3cc(C)nn32)cc1 (stereo unspecified)	i	-1.2	0.2	5	2.8	.	-14	-1.5	19
CC(C)[C@H](NC(=O)c1ccccc1Cl)C(=O)OCC(=O)Nc1ccc(S(=O)(=O)N2CCOCC2)cc1	-3.8	0.1	0.5	5	0.5	3.4	18	-2.8	8
Cc1nc2cc3nc(C)sc3cc2s1	0.7	-1.1	1.6	8	2.7	.	0	-4.3	9
Cc1ccc(NC(=S)NCCSc2ccc(Cl)cc2)cc1	-1.6	.	?	3	0.0	0.8	9	-3.6	-1
COc1cccc(C(=O)Nc2ccc(S(=O)(=O)NCc3ccco3)cc2)c1	5.9	2.2	-1.3	-4	0.9	.	-2	-2.1	-4
COc1ccc(C2CC(c3ccc(C)cc3)=NN2C(=O)c2ccccc2)cc1 (stereo unspecified)	-0.3	-0.6	-0.1	2	1.5	0.8	12	-2.6	-4
O=C(O)CCCCCNC(=O)/C(=C\c1ccco1)NC(=O)c1ccco1	i	-1.8	-2.2	-3	1.1	-1.8	-3	-3.3	-3
CCOC(=O)c1ccc(-c2n[nH]c(=O)c3ccccc23)cc1	i	0.6	0.0	1	5.6	.	4	-4.0	5
CCn1nc(NC(=O)C(C)(C)C)c2cc3cccc(C)c3nc21	i	-2.2	-0.5	16	-1.2	0.1	2	-2.1	5
CCCCn1c(N)c(N(CC)C(=O)CSc2nnnn2-c2cc(C)ccc2C)c(=O)[nH]c1=O	-0.4	0.8	1.9	2	-3.3	1.8	7	-2.1	-1
CCCSc1nc2cc(C)c(C)cc2n1CC(C)O (stereo unspecified)	-0.2	.	0.1	3	0.3	-0.5	-4	-1.9	-5
Nc1ccc(C(=O)OCC(=O)NC2CC2)cc1[N+](=O)[O-]	i	.	-0.2	-5	0.6	0.5	1	-1.0	4
CC(=O)Nc1ccc(S(=O)(=O)NC2(C(F)(F)F)C(=O)Nc3c2c(=O)[nH]c(=O)n3Cc2ccccc2)cc1 (stereo unspecified)	-0.3	.	2.4	2	-0.2	-0.2	-3	0.4	5
Cc1ccccc1N1C(=O)C(Oc2ccc(Cl)cc2)C1CNCCCOC(C)C (stereo unspecified)	-0.6	-0.2	-0.7	-4	0.1	-0.2	7	-3.4	-4
Cc1cccc(C)c1NC(=O)COC(=O)c1ccccc1[N+](=O)[O-]	i	-0.7	0.9	-2	-1.2	-0.1	0	-0.3	-6
CC(C)C[C@@]12C(=O)N(c3cccc(Br)c3)C(=O)N1[C@H](c1ccc(F)cc1)[C@@H]1C(=O)N(C3CCCCC3)C(=O)[C@@H]12	-2.1	0.0	5.8	0	-2.1	-4.4	7	-3.7	-1
COc1cc2c(cc1O)C(Cc1ccc(O)cc1)NCC2 (stereo unspecified)	i	-1.3	-0.1	6	2.5	-6.1	-6	0.5	25
CCOc1ccc(N2C(=O)CC(=O)NC2=O)cc1	i	-3.0	0.6	0	-1.4	-0.3	-3	0.2	9
COc1ccc(NC(=O)CSc2nnc(-c3ccccn3)n2Cc2ccco2)cc1OC	.	2.1	14	2	4.2	.	19	0.1	-2
CN(C(=O)C(Cl)Cl)C1CC2C=CC1C2 (stereo unspecified)	-0.6	-2.6	-0.8	0	1.5	-0.5	-2	-2.0	6
CCOC(=O)CSc1nnc2c3ccccc3n(C)c2n1	-0.2	2.4	-0.5	-1	0.5	0.9	12	-0.9	21

Profiles as entered above. Screens in order: BH1578 lux ind | Mtb BioA inh | PfHsp40 rescue | FBA Mtb inh | UGM FP inh | TcdB inh | Y pestis TopoI | FadD28 binding | GDH-TPI counter
CCOC(=O)CSc1nnc2c3ccccc3n(C)c2n1 as listed: -0.2 | 2.4 | -0.5 | -1 | 0.5 | 0.9 | 12 | -0.9 | 21
Nc1ccc(C(=O)OCC(=O)NC2CC2)cc1[N+](=O)[O-] as listed: i | . | -0.2 | -5 | 0.6 | 0.5 | 1 | -1.0 | 4

Other structures follow.
SMILES	BH1578 lux ind	Mtb BioA inh	PfHsp40 rescue	FBA Mtb inh	UGM FP inh	TcdB inh	Y pestis TopoI	FadD28 binding	GDH-TPI counter
O=C(NCc1cccc(Cl)c1)c1ccc(N2CC3CC(C2)c2cccc(=O)n2C3)c(NC(=O)c2cccnc2)c1 (stereo unspecified)	-0.2	3.0	-0.8	-4	1.0	2.6	27	-4.8	-10
CN(CC(=O)NCc1cccnc1)S(=O)(=O)c1cc(Cl)ccc1Cl	-1.0	-1.4	2.6	1	.	1.0	-1	5.3	7
C=CCN(CC=C)C(=S)NC(=O)c1ccc(-c2ccccc2)cc1	-5.0	-2.1	6.4	1	-2.5	.	-1	-3.4	-5
O=C(c1cccc(C(=O)N2CCN(c3ccccc3F)CC2)n1)N1CCN(c2ccccc2F)CC1	-0.4	1.5	-0.6	-1	-0.7	.	15	0.4	1
Nc1nc2ccc(OC(F)(F)F)cc2s1	4.3	0.9	1.0	0	-1.5&6.0	0.7	-2	-0.8	3
O=C(CCc1nc2ccccc2c(=O)[nH]1)OCC(=O)c1cccc(Cl)c1	3.3	.	-2.5	1	-0.9	0.9	-1	-1.0	2
O=C(Nc1ccc(NC(=O)c2cc3ccccc3o2)cc1)c1ccc2c(c1)OCCO2	-0.3	.	-0.4	-1	0.8	0.6	7	-0.6	9
CCOc1ccccc1/C=C(\C#N)C(=O)Nc1cccc(C(=O)O)c1	i	-2.8	-1.7	4	-0.8	0.4	2	-0.9	22
COCCN(C(=O)CSc1nnc(-c2ccncc2)n1C)c1c(N)n(CC(C)C)c(=O)[nH]c1=O	i	-0.5	3.6	-2	.	1.6	4	-3.9	8
CCOc1ccc(C2c3c(oc4ccccc4c3=O)C(=O)N2c2ccc(C)cn2)cc1OC (stereo unspecified)	-0.2	0.1	0.8	4	2.8	-0.5	-4	0.2	10
O=C(CCl)N(O)c1ccc(C=Cc2ccccc2)cc1	1.0	.	-0.3	-1	.	0.2	-8	-1.2	15
COc1ccc(N2CCN(C(CNC(C)=O)c3ccco3)CC2)cc1 (stereo unspecified)	4.4	.	-0.2	2	1.0	1.0	-12	1.4	13

The closing 3 entries of the part before are carried over, then new ones follow:
SMILES	BH1578 lux ind	Mtb BioA inh	PfHsp40 rescue	FBA Mtb inh	UGM FP inh	TcdB inh	Y pestis TopoI	FadD28 binding	GDH-TPI counter
CCOc1ccc(C2c3c(oc4ccccc4c3=O)C(=O)N2c2ccc(C)cn2)cc1OC (stereo unspecified)	-0.2	0.1	0.8	4	2.8	-0.5	-4	0.2	10
O=C(CCl)N(O)c1ccc(C=Cc2ccccc2)cc1	1.0	.	-0.3	-1	.	0.2	-8	-1.2	15
COc1ccc(N2CCN(C(CNC(C)=O)c3ccco3)CC2)cc1 (stereo unspecified)	4.4	.	-0.2	2	1.0	1.0	-12	1.4	13
CCc1ccc(C(=O)c2cc3ccc(O)cc3oc2=O)cc1	i	1.4	-2.2	-1	-1.0	-9.9	4	-0.1	2
Cc1cc(C)n(-c2nc(N(C)C)nc(N3CCOCC3)n2)n1	i	-1.6	0.3	-1	-1.0	.	-4	2.8	5
Cc1ccc(S(=O)(=O)N2CCCCC2)cc1NC(=O)C1COc2ccccc2O1 (stereo unspecified)	-0.5	-0.9	.	0	.	1.8	14	-2.2	-4
COC1=NC(=C(c2ccccc2)c2ccccc2)OC1=O	-4.3	0.9	-0.5	1	.	1.7	1	0.2	9
CCN1C(=O)C(=O)N(CC(=O)c2[nH]c(C)c(C(C)=O)c2C)C1=O	i	-0.1	0.5	-1	-1.3	3.6	-8	-4.2	6
FC(F)(F)c1cc(Oc2ccccc2)nc(-c2ccccn2)n1	i	1.4	-1.9	1	0.4	.	-2	-4.6	-3
CCOc1ccc(NC(=O)Nc2ccon2)cc1	-0.7	-1.0	-2.2	-1	0.5	-0.4	3	-3.7	-10
COc1cccc(OC)c1C(=O)Nn1c(C2CCC2)nc2ccccc2c1=O	-2.5	.	-1.0	-2	0.5	.	1	-3.2	6
CCN(c1cccc(C)c1)S(=O)(=O)c1ccc2c(c1)NC(=O)CCS2	-0.2	6.7	0.3	0	-0.1	0.5	32	0.5	-1
CC(=O)c1sc(N2CCOCC2)nc1-c1ccccc1	-3.0	-0.4	-0.1	2	-3.4	0.8	0	-0.2	12
COc1cc2[nH]c3c(=O)n(CCN4CCCCC4)cnc3c2cc1OC	-0.2	0.1	0.7	41*	-0.1	.	17	-1.2	24
Cc1ccc(CNC(=O)[C@H](C)N2C(=O)N3CCc4c([nH]c5ccccc45)[C@@]3(C)C2=O)cc1	-0.3	-1.0	-1.0	0	-1.2	0.8	13	-2.6	-3
Cc1ccc2c(c1)N(CC(=O)N1CCC(O)CC1)C(=O)CO2	-0.2	2.3	0.7	1	.	-1.6	-2	-2.3	-5
Cc1ccc(-n2c(Cc3cccn3C)nnc2SCC(=O)Nc2nnc(C)s2)cc1	-1.0	0.9	-0.5	0	1.1	.	27	-3.1	-4
COc1ccc([N+](=O)[O-])cc1NC(=S)NC(NC(=O)C(c1ccccc1)c1ccccc1)C(Cl)(Cl)Cl (stereo unspecified)	i	-1.0	0.3	1	5.0	.	-12	?	0
Cc1cc(-c2c(C(=O)N3CCOCC3)c(C)nn2-c2ccccc2)no1	-0.7	-0.6	-0.3	2	-1.3	0.7	-1	-2.7	10
Cc1ccccc1-c1nnn(CC(=O)c2ccc(S(=O)(=O)N3CCCC3)cc2)n1	-0.3	.	5.3	4	-2.1	.	23	-0.6	0
COc1cc(NC(=O)CN2CCN(Cc3ccc4c(c3)OCO4)CC2)cc(OC)c1	-1.0	1.9	0.2	2	-0.6	.	8	0.6	1
C[C@H](CO)N1C[C@H](C)[C@@H](CN(C)CC2CCOCC2)Oc2ncc(Br)cc2C1=O	-0.5	-3.9&-0.8&-0.6	.	-5	.	0.9&0.6	2	-3.7	-4
COC(=O)C(COC(=O)c1c(F)cccc1F)NC(=O)c1c(F)cccc1F (stereo unspecified)	i	-0.3	-0.4	-2	-0.3	0.2	3	-1.9	-5
COc1cc(NC(=O)c2cnn3c(C)cc(C)nc23)c(OC)cc1Cl	i	-2.1	-1.4	-1	.	.	-5	-0.5	14
CC(C)Cn1cc(C(=O)NCCCN2CCCC2=O)c2c3ccccc3n(C)c2c1=O	0.1	-0.8	-2.2	33*	3.8	.	8	-1.7	15
O=C(c1n[nH]c(=O)c2ccccc12)N1CCN(C2c3ccccc3-c3ccccc32)CC1	i	-1.2	1.4	-3	-0.7	.	9	-2.4	-1
NC(CSC(c1ccccc1)(c1ccccc1)c1ccc(-c2ccccc2)cc1)C(=O)O (stereo unspecified)	i	-0.2	.	-3	.	2.7	19	-5.7	6
CCC(c1nc2ccccc2[nH]1)N(C(=O)C1=NNC(=O)CC1)c1ccccc1 (stereo unspecified)	.	0.0	.	0	.	0.5	.	-4.3	.
O=C1C=CC(=C(c2ccc(O)cc2)c2ccc(O)cc2)C=C1	i	13	-0.5	1	0.8	-2.4&3.1	4	-3.0	9
Cc1nnc(NC(=O)c2ccc(S(=O)(=O)N3CCc4ccccc4C3)cc2)o1	.	.	1.1	-7	-1.7	1.3	10	-1.1	10
COc1cccc(C2c3[nH]c4ccccc4c3C[C@H]3C(=O)N(CCCCCO)CC(=O)N23)c1 (stereo partly specified)	i	2.9	-0.2	2	0.6	-3.8	2	1.5	-7
O=C(Cn1c(=O)oc2ccccc21)c1ccccc1	0.8	-0.6	-0.2	3	-0.4	.	-3	1.0	6
CC(Sc1nnnn1C)C(=O)Nc1ccccc1-c1ccccc1 (stereo unspecified)	-7.1	0.1	-0.1	3	0.6	1.2	7	-1.0	8
COc1ccc(-c2nnc(NC(=O)CS(=O)(=O)c3ccc(F)cc3)o2)cc1	i	-0.3	-0.6	0	-1.9	2.8	1	-0.4	-3

Source: PubChem (several laboratories)

An unsorted share of the library; any-hit rate near 4.6%.
